# Screens (PubChem BioAssay)
# NCOA3 inh: inhibitors of human steroid receptor coactivator 3 (SRC3); 0.17% of 360,000 active; HEK293 GAL4-SRC3 luciferase reporter, luminescence; inhibition, % at 3.6 µM;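 active = inhibition above a per-campaign cutoff, the mean of all compounds plus 3 SD, cut at about 60% in these data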;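 note: 0% = DMSO-treated cells and 100% = gossypol-treated cells at 36 µM; higher means less SRC3-driven luciferase light from the GAL4 reporter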
# ABHD5-PLIN5 inh: inhibitors of human ABHD5-perilipin-5 interaction | Q00G26+Q8WTS1 | Split G. princeps luciferase complementation, luminescence, 4 h | inhibition, % at 4 µM | 0.78% of 360,000 active;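 active = inhibition above the mean inhibition across every tested compound plus 3 SD, cut at about 22% in these data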;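 note: 0% = DMSO only wells and the 100% control is not disclosed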
# EBV LMP1 NFkB: Epstein-Barr LMP1 NF-kappaB reporter inhibition; LMP1-induced NF-kappaB luciferase reporter cells, luminescence; inhibition, % at 12.5 µM; 0.69% of 350,000 active; in the data active = inhibition above about 41%;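 note: 0% = neutral control wells and 100% = reference inhibitor control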
# MC4R ag barr: agonists of human melanocortin 4 receptor (MC4R) beta-arrestin; P32245; U2OS MC4R beta-arrestin complementation, luminescence; percent of melanotan II response, DMSO zero; activation, % at 8.9 µM; 0.98% of 360,000 active;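 active = activation above a per-plate cutoff, the mean activation of sample wells on that plate plus 3 SD, cut at about 8% in these data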
# Target sequence (P32245 whole entry, looked up): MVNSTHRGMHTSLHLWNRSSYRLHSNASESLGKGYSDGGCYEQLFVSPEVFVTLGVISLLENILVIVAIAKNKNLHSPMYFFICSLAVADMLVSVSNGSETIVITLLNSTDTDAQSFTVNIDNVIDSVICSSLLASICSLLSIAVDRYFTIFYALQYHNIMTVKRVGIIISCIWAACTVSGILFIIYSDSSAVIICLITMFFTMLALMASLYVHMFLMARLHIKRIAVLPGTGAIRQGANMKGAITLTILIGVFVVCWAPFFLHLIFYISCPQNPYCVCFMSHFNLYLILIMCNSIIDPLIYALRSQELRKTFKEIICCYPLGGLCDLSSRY
# NCOA2 inhibitor: human SRC2 (NCOA2) inhibition | AID 651957 | HEK293 GAL4-SRC2 luciferase reporter, luminescence | inhibition, % at 9 µM | Q15596 | 0.17% of 370,000 active;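 active = inhibition above the mean inhibition of all tested compounds plus 3 SD, set per campaign, cut at about 52% in these data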;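 note: 0% = DMSO treated cells and 100% = cells given Gossypol at 36 µM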
# NR5A2 inv ag: suppresses constitutive activity of human LRH-1. O00482. 0.13% of 360,000 active. inhibition, % at 3.6 µM. HEK293T StAR-luciferase reporter, LRH-1 transfected, 24 h;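 active = inhibition above the mean inhibition of all tested compounds plus 3 SD, cut at about 73% in these data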;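 note: 0% = DMSO wells and 100% = reporter-only cells lacking LRH-1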
# Target sequence (O00482 whole entry, looked up): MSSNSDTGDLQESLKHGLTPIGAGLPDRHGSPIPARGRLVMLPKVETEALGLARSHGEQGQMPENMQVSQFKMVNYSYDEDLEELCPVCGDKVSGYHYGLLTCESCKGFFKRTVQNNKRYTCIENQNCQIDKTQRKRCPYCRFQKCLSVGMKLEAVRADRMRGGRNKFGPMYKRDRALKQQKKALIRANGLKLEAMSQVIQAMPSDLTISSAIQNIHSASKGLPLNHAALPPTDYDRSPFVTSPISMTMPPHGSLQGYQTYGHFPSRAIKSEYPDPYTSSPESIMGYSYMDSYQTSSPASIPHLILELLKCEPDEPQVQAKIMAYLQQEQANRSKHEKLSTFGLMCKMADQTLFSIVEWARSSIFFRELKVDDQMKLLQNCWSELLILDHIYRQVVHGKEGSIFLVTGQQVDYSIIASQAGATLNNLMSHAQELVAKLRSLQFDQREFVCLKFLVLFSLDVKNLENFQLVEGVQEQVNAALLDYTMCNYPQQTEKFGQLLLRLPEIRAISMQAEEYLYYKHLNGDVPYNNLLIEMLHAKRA
# NOD2-RIPK2 inh: blocks binding of human NOD2 to RIPK2. CHO BLA complementation NOD2-RIPK2, CCF4 ratio. inhibition, % at 4.98 µM. 0.38% of 360,000 active. AID 624267. O43353; in the data active = inhibition above about 21%;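 note: 0% = vehicle only and 100% = reference blocker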
# MC4R antag cAMP: antagonists of human melanocortin 4 receptor (MC4R); MC4R-expressing cells, MTII-stimulated cAMP, LANCE TR-FRET; inhibition, % at 6.5 µM; 0.48% of 360,000 active; AID 540295; P32245;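 active = inhibition above its plate's cutoff, the mean of tested wells on that plate plus 3 SD, cut at about 29% in these data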;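 note: 0% = Melanotan II alone and 100% = Melanotan II plus saturating MCL0020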
#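 Assay system: U2OS-MC4R stable cell line; Also added: Melanotan II; Technique: Eu-cAMP/anti-cAMP TR-FRET, emission 671 nm; Times: 30-min compound, 1-h challenge, 1-h detection, room temperature.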
# TLR9-MyD88 block: TLR9-MyD88 interaction inhibition. Q9NR96+Q99836. CHO BLA complementation TLR9-MyD88, CCF4 FRET ratio. inhibition, % at 4.98 µM. 0.21% of 340,000 active;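 active = inhibition above the mean over all tested compounds plus 3 SD, cut at about 21% in these data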;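 note: 0% = DMSO only wells and 100% = clavulanate BLA inhibitor control wells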
# COUP-TFII inh: blocks human COUP-TFII nuclear receptor; HEK293T NGFI-A luciferase reporter, luminescence; P24468; inhibition, % at 8.6 µM; 0.7% of 370,000 active;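 active = inhibition above a per-plate cutoff, mean inhibition of test wells between control levels plus 3 SD, cut at about 38% in these data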;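 note: cells cotransfected with COUP-TFII expression vector driving the NGFI-A reporter; 0% = median of COUP-TF2 test wells and 100% = reporter-only cells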
# SRC1 inh: inhibitors of human steroid receptor coactivator 1 (SRC1); 0.12% of 360,000 active; Q15788; AID 588354; inhibition, % at 3.6 µM; HEK293 GAL4-SRC1 luciferase reporter, luminescence;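 active = inhibition above the campaign mean plus 3 SD, with each screening campaign given its own cutoff, cut at about 60% in these data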;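 note: 0% = DMSO treated cells and 100% = gossypol at 36 µM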
# * hit, by the source's call; . = not tested or not shown. These rows are one share of the data; count on the stated rates, not on these rows.
SMILES,NCOA3 inh,ABHD5-PLIN5 inh,EBV LMP1 NFkB,MC4R ag barr,NCOA2 inhibitor,NR5A2 inv ag,NOD2-RIPK2 inh,MC4R antag cAMP,TLR9-MyD88 block,COUP-TFII inh,SRC1 inh
O=C(CSc1nc(Nc2ccccc2)nc(N2CCOCC2)n1)N1CCCC1,8,-5,4,1.0,-15,12,0,-2,-3,1,6
O=C(Nc1ccc(Cl)cc1)c1csc(-c2ccccc2)n1,-10,4,-11,3.2,-10,-24,-3,-4,-7,15,-34
CCOC(=O)c1cc2c(=O)n3ccccc3nc2n(CC2CCCO2)c1=NC(C)=O (stereo unspecified),-8,5,-4,-0.4,2,11,-19,7,-32,-10,-7
Cc1onc(-c2c(F)cccc2Cl)c1C(=O)Nc1nc2c(s1)CCCC2,-14,-3,21,1.4,10,16,-8,8,-7,8,-1
CO/N=C/C1C(=O)NN=C1c1ccccc1 (stereo unspecified),0,0,1,-0.1,10,-6,-4,13,8,4,-12
CC(=O)N1c2ccccc2N2C(c3c(C)c(C)cc(C)c3C)=NON12,28,-4,-9,1.9,0,-14,6,21,-5,2,0
Cc1ccc(N2CCN(CCCCN3C(=O)C4CCCN4C3=O)CC2)cc1 (stereo unspecified),7,0,-3,-1.4,-26,-8,-6,13,-7,6,12
CC(=O)Nc1ccc(Nc2nnc(-c3ccc(O)cc3)c3ccccc23)cc1,8,3,0,-1.2,-45,8,-10,-5,-5,-23,-11
COc1cc(C(CCN2CCN(c3ccccc3)CC2)c2c(OC)cc(OC)c3ccc(=O)oc23)cc(OC)c1OC (stereo unspecified),-10,-1,-9,-0.1,22,4,-4,6,-10,-11,-7
CN(C(=O)c1ccccc1[N+](=O)[O-])c1ccccc1C(=O)NCc1ccccc1,8,-1,1,3.3,-15,19,-3,0,5,-6,13

# Overlap with the part before: four compounds; new compounds follow.
SMILES,NCOA3 inh,ABHD5-PLIN5 inh,EBV LMP1 NFkB,MC4R ag barr,NCOA2 inhibitor,NR5A2 inv ag,NOD2-RIPK2 inh,MC4R antag cAMP,TLR9-MyD88 block,COUP-TFII inh,SRC1 inh
Cc1ccc(N2CCN(CCCCN3C(=O)C4CCCN4C3=O)CC2)cc1 (stereo unspecified),7,0,-3,-1.4,-26,-8,-6,13,-7,6,12
CC(=O)Nc1ccc(Nc2nnc(-c3ccc(O)cc3)c3ccccc23)cc1,8,3,0,-1.2,-45,8,-10,-5,-5,-23,-11
COc1cc(C(CCN2CCN(c3ccccc3)CC2)c2c(OC)cc(OC)c3ccc(=O)oc23)cc(OC)c1OC (stereo unspecified),-10,-1,-9,-0.1,22,4,-4,6,-10,-11,-7
CN(C(=O)c1ccccc1[N+](=O)[O-])c1ccccc1C(=O)NCc1ccccc1,8,-1,1,3.3,-15,19,-3,0,5,-6,13
Oc1ccc(NC(=S)N=Nc2c(O)[nH]c3ccccc23)cc1,-55,2,7,-3.2,-77,-26,8,6,-6,-4,-28
O=C1CSc2ccc(S(=O)(=O)NCc3ccc(F)cc3)cc2N1,9,-14,10,-2.4,-8,-13,0,0,-13,13,10
Cc1ccccc1Nc1cc2ccccc2c(=O)[nH]1,-5,-18,6,-0.3,.,28,1,1,-7,.,-2
COc1cc(C(=O)N(C)CC(=O)Nc2cccc(F)c2)ccc1OCc1ccccc1,12,-5,-2,-2.4,-7,-14,1,-6,5,-25,-13
Cc1cc(NC(=O)Nc2ccccc2F)ccc1Br,-79,-10,5,8.7*,-84,-142,3,3,-5,-32,-92
COc1cc(/C=N/NC(=O)CCOc2ccccc2C)cc(Br)c1O,11,1,14,-2.1,6,-1,-11,1,13,12,0
COc1ccc(OC)c(S(=O)(=O)NCCCn2ccnc2)c1,-10,-1,4,2.1,22,10,1,-2,-4,-6,-10
CCCCN(C)CCCNC(=O)c1cc(-c2cccnc2)nc2ccccc12,1,6,-4,0.9,-29,-2,-5,5,7,-17,-7
C(#Cc1ccccc1)Cn1nnc2ccccc21,-42,-6,-28,-1.9,-42,-42,0,7,-1,-34,-51
COc1ccc(C(CNC(=O)C(=O)Nc2ccc3c(c2)OCCO3)N2CCN(C)CC2)cc1 (stereo unspecified),2,1,-5,2.6,5,-1,-2,-1,-3,0,7
CCCCN1C(=O)C(CC(=O)NCCCN(C)C)CC(C(=O)N2CCCCCC2)=C1C (stereo unspecified),.,8,.,.,15,-15,-6,.,.,5,.
CCOC(=O)c1c(C)[nH]c(C)c1C(=O)COC(=O)c1cccnc1Cl,2,3,1,0.7,-4,-7,-2,10,0,5,-3
CCCCNS(=O)(=O)c1ccc2nc(SCC(=O)c3ccccc3OC)[nH]c2c1,22,-3,-1,-2.8,6,11,-8,14,4,35,10
CCc1cc(=O)oc2cc3occ(-c4ccc(OC)c(F)c4)c3cc12,20,2,21,3.7,-26,55,-5,-30,3,2,-20
O=C(C1CCN(S(=O)(=O)c2ccc(Cl)cc2)CC1)N1CCOCC1,-12,0,-10,-0.3,-18,4,-8,1,-5,-4,-8
CN1CCC(=NNC(=O)c2cc(-c3ccc(Cl)cc3)n[nH]2)CC1,9,-1,-5,-1.0,-15,-26,5,5,0,-5,-9
CCC1CCCCN1CCCNC(=O)CN1C(=O)c2cccnc2Oc2ccc(C)cc21 (stereo unspecified),-16,-3,1,-0.1,-18,19,4,19,-7,5,-15
Cc1ccc(C)c(Oc2cc(NC(=O)CCCn3nc(C)c([N+](=O)[O-])c3C)cc([N+](=O)[O-])c2)c1,19,-2,4,-1.2,-4,2,4,4,3,-3,6
C=CCCC(=O)NC1CC(C)(C)Cc2c1cnn2-c1ccc(OC)cc1 (stereo unspecified),-6,3,4,-2.9,-4,-8,1,6,-4,5,-11
Cc1ccc(OCC(=O)Nc2cccc(O)c2)cc1C,-44,-4,-4,-0.2,-42,-114,5,4,-2,-38,-92
O=C(Nc1ccccc1C(F)(F)F)N1CCN(C(c2ccccc2)c2ccccc2)CC1,11,-2,-9,7.0,17,3,0,3,-8,-8,-24
Cn1c(COc2ccccc2)nnc1SCCN1CCOCC1,-11,2,4,-0.2,11,-4,-9,-6,3,-7,2
CNC(=O)COc1coc(CN2CCN(c3cccc(Cl)c3)CC2)cc1=O,0,-3,2,-2.0,1,23,2,8,6,10,1
COc1ccc(NC(=O)CCCN2C(=O)CN(C)C2=O)cc1Cl,9,-1,-10,-1.6,-14,-14,-2,0,-2,8,-3
O=C(Nc1ccnn1C1CCN(C2CCOCC2)CC1)c1cccc(F)c1,0,-9,2,-3.2,-29,0,-7,-1,-6,-9,21
CCC(=O)Nc1ccc(N2CCOCC2)c(S(=O)(=O)Nc2ccc(Cl)cc2)c1,10,-17,-8,-1.0,-7,14,-9,-2,-5,10,0
Cc1ccccc1[C@@H]1C(C#N)=C(N)S[C@H]1C(=O)c1ccccc1,6,-8,-9,-0.2,-21,-7,4,4,17,7,6
COC(=O)c1ccc(COC(=O)c2[nH]c(C)c(C(C)=O)c2C)o1,36,-3,1,-1.9,-4,42,-3,-2,-1,41*,21
Cc1ccc(S(C)(=O)=O)cc1C(=O)Nc1cccc(S(=O)(=O)N2CCCCCC2)c1,-4,-4,10,-0.9,22,-6,-2,1,-4,5,11
O=C(Cn1c2c(c(=O)n3ncnc13)CCC2)N/N=C/c1cccs1,9,-2,.,-0.1,-2,8,-5,-4,.,11,-12
O=C(OCc1cn([C@H]2CN(C(=O)C3CCCCC3)[C@@H](c3ccccc3)C[C@@H]2O)nn1)c1ccccc1,-12,-10,-1,-0.6,13,9,-5,10,-20,1,-11
Cc1cc(C)cc(C(=O)NC(CC(N)=O)c2ccc(NCCN3CCCC3)c([N+](=O)[O-])c2)c1 (stereo unspecified),-3,-12,8,0.5,-5,-4,7,-1,-4,0,9
COc1ccc(S(=O)(=O)N2CCOCC2)cc1NC(=O)CCCOc1ccccc1,-8,-3,1,0.2,-9,-4,-1,7,0,-3,-17
CCOc1ccc(N(CC(=O)NC2CCCC2)C(=O)CCCC(=O)Nc2ccccn2)cc1,13,2,-12,-2.1,-19,12,-8,-2,1,-16,-1
O=C(NNC1=Nc2ccccc2SC1)c1cccc([N+](=O)[O-])c1,31,-1,.,-3.8,9,7,-16,-2,.,17,7
O=C(CSc1ncn(-c2ccccc2)n1)Nc1ccc(Br)cn1,10,-11,7,6.2,6,10,10,7,-8,0,-19
CCCn1c(=O)c(C(=O)Nc2ccccc2)c(O)c2ccccc21,7,2,-4,1.2,20,-5,4,9,-4,-11,-29
Cc1ccc(C(=O)N[C@H](C(=O)OCC(=O)c2ccc[nH]2)C(C)C)cc1,11,-2,-3,-1.0,1,-1,6,-2,2,10,-2
CN(C)/C=N/c1nc2nccc(-c3cccs3)n2n1,7,-7,-2,1.8,-2,2,0,14,2,-34,-8
Cn1c(N)c(C(=O)COC(=O)c2cncc(Br)c2)c(=O)n(C)c1=O,-6,-2,3,-1.5,3,-6,-3,4,3,13,-101

# Four entries already listed, sorted by molar mass, low to high:
SMILES,NCOA3 inh,ABHD5-PLIN5 inh,EBV LMP1 NFkB,MC4R ag barr,NCOA2 inhibitor,NR5A2 inv ag,NOD2-RIPK2 inh,MC4R antag cAMP,TLR9-MyD88 block,COUP-TFII inh,SRC1 inh
CCCn1c(=O)c(C(=O)Nc2ccccc2)c(O)c2ccccc21,7,2,-4,1.2,20,-5,4,9,-4,-11,-29
O=C(CSc1ncn(-c2ccccc2)n1)Nc1ccc(Br)cn1,10,-11,7,6.2,6,10,10,7,-8,0,-19
Cn1c(N)c(C(=O)COC(=O)c2cncc(Br)c2)c(=O)n(C)c1=O,-6,-2,3,-1.5,3,-6,-3,4,3,13,-101
O=C(OCc1cn([C@H]2CN(C(=O)C3CCCCC3)[C@@H](c3ccccc3)C[C@@H]2O)nn1)c1ccccc1,-12,-10,-1,-0.6,13,9,-5,10,-20,1,-11
